Kir21 inh: inhibitors of mouse Kir2.1 inward-rectifier potassium channel. P35561. HEK293-Kir2.1, FluxOR thallium flux fluorescence; active compounds read low. B-score at 10 µM. 0.85% of 310,000 active;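 active = fluorescence ratio B-score at or below minus 3 SD of library scores, with starting-brightness B-score within 2 SD, cut at about -4.2 in these data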;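 also: channel flux triggered by added potassium and thallium sulfate stimulus; B-score of peak minus minimum fluorescence over baseline after thallium stimulus; more negative B-score means stronger Kir2.1 block with less thallium influx; some compounds called inactive have numbers as strong as hits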
Target sequence (P35561 whole entry, looked up): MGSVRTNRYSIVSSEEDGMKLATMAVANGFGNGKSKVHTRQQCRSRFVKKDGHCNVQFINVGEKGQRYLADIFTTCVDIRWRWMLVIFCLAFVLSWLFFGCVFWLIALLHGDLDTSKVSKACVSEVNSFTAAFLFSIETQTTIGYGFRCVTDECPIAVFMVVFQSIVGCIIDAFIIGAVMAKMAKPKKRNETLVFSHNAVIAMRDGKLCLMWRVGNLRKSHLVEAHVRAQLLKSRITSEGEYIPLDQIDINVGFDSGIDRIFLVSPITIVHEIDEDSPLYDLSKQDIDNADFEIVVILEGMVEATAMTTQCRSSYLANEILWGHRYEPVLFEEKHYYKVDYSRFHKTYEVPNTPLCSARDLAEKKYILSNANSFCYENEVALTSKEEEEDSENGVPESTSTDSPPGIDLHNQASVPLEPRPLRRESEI
KCNQ2 block: KCNQ2 potassium channel inhibitors, primary screen, cell-based, CHO-K1, FluxOR thallium flux, B-score (AID 2156); O88943; B-score at 10 µM; 20 min; active compounds read low; 1.1% of 310,000 active;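 active = fluorescence ratio B-score at most minus 3 library SDs, with starting brightness B-score within 2 library SDs, cut at about -5.5 in these data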
* marks the source's active call; other numbers are inactive results.

How did COc1ccc(C(=O)C2CCCN(Cc3cccc4c3OCO4)C2)cc1OC (stereo unspecified) do in these assays?
Kir21 inh: -0.02; KCNQ2 block: inactive

What do the screens show for `CCCn1c(CNc2ccccc2O)nc2ccccc21`?
Kir21 inh: -0.83; KCNQ2 block: inactive

How did C=CCOC(=O)/C(=C/c1cccc2ccccc12)NC(=O)c1ccccc1 do in these assays?
Kir21 inh: 1.18; KCNQ2 block: inactive

How did CCOc1ccccc1NC(=O)Nc1cc(C(=O)O)ccc1C do in these assays?
Kir21 inh: 0.07; KCNQ2 block: inactive

How did O=S(=O)(c1ccc(Cl)cc1)N1CCCc2ccccc21 do in these assays?
Kir21 inh: -4.57*; KCNQ2 block: inactive

What do the screens show for `O=C(Cn1cc([N+](=O)[O-])cn1)NCc1ccccc1Cl`?
Kir21 inh: -1.22; KCNQ2 block: inactive

Results for CCOC(=O)c1c(NC(=O)C2C3CCC(O3)C2C(=O)O)sc2c1CCC(CC)C2 (stereo unspecified) ?
Kir21 inh: 2.15; KCNQ2 block: inactive

How did CCOC(=O)N1CCN(C(=O)C2CCN(S(=O)(=O)c3cc(OC)ccc3OC)CC2)CC1 do in these assays?
Kir21 inh: -0.45; KCNQ2 block: inactive

Results for CC(C)(C)c1ccc(C(=O)N/C(=C\c2cccs2)C(=O)N2CCOCC2)cc1 ?
Kir21 inh: 0.03; KCNQ2 block: inactive

What do the screens show for `[O-]/[N+](=C\c1ccncc1)c1ccc(Br)cc1`?
Kir21 inh: 0.61; KCNQ2 block: inactive

What do the screens show for `CC(C)(C)c1ccc(OCC(=O)NNC(=O)Cc2cccs2)cc1`?
Kir21 inh: -0.43; KCNQ2 block: inactive

How did O=C(Nc1nnc(SCc2c(Cl)cccc2Cl)s1)c1cccc([N+](=O)[O-])c1 do in these assays?
Kir21 inh: 0.22; KCNQ2 block: inactive

Results for CC1(O)C(=O)C=C2C=C(c3ccc(C#N)cc3)OC=C2C1=O (stereo unspecified) ?
Kir21 inh: 0.77; KCNQ2 block: inactive

What do the screens show for `COc1cccc(OCC(=O)NNC(=O)Cc2cccs2)c1`?
Kir21 inh: -0.45; KCNQ2 block: inactive

How did C=C1c2ccc(C)cc2NC(=O)N1c1ccccc1 do in these assays?
Kir21 inh: -0.26; KCNQ2 block: inactive

What do the screens show for `CCOc1ccc(NC(=O)CC2C(=O)N(C)C(=S)N2Cc2ccc3c(c2)OCO3)cc1` (stereo unspecified)?
Kir21 inh: -1; KCNQ2 block: inactive

Results for CCC(Cc1ccccc1)NC(=O)CCc1ccccc1 (stereo unspecified) ?
Kir21 inh: -5.08*; KCNQ2 block: inactive

How did CN(C)CCN(C(=O)c1cccc2ccccc12)c1nc2cc3c(cc2s1)OCO3 do in these assays?
Kir21 inh: 2.06; KCNQ2 block: inactive

How did CCCCn1c(N)c(N(CC(C)C)C(=O)CSCC(=O)Nc2ccc(OC)cc2)c(=O)[nH]c1=O do in these assays?
Kir21 inh: 2.02; KCNQ2 block: inactive

What do the screens show for `CCc1ccc(C2C(C#N)=C(N)N(N(C)C)C3=C2C(=O)CCC3)cc1` (stereo unspecified)?
Kir21 inh: -0.89; KCNQ2 block: inactive

How did FC(F)(F)c1ccc(C2NCCc3sccc32)cc1 (stereo unspecified) do in these assays?
Kir21 inh: 0.4; KCNQ2 block: inactive

What do the screens show for `Cc1ccc(CC(=O)N(C)CC(=O)Nc2ccc(N3CCOCC3)cc2)cc1C`?
Kir21 inh: 0.39; KCNQ2 block: inactive

What do the screens show for `CCCC(=O)C1=C(O)C(C(=O)OC)C(C)(C)CC1=Nc1cccc2ccccc12` (stereo unspecified)?
Kir21 inh: -1.81; KCNQ2 block: inactive

What do the screens show for `COc1ccc(NC2CCCN(C(=O)CCc3cn[nH]c3)C2)cc1` (stereo unspecified)?
Kir21 inh: -0.18; KCNQ2 block: inactive

How did O=C(CN1CCOC1=O)N1CCCC(Nc2ccc(F)c(F)c2)C1 (stereo unspecified) do in these assays?
Kir21 inh: -0.24; KCNQ2 block: inactive

What do the screens show for `O=C(NCCc1ccc(F)cc1)c1cc2ccccc2oc1=O`?
Kir21 inh: 0; KCNQ2 block: inactive

Results for Brc1c(C[n+]2ccccc2)nc2ccccn12 ?
Kir21 inh: 2.04; KCNQ2 block: inactive

What do the screens show for `C=CCn1c(SCC(=O)NCCOC)nc2scc(-c3ccco3)c2c1=O`?
Kir21 inh: -2.2; KCNQ2 block: inactive

What do the screens show for `CCOC(=O)c1cc(-c2ccc(OC)cc2)nc2c1c(C)nn2CCC#N`?
Kir21 inh: 0.24; KCNQ2 block: inactive

Results for CCCc1cc(-c2nc(N)ncc2-c2ccc3c(c2)OCCCO3)c(O)cc1OC ?
Kir21 inh: 1.58; KCNQ2 block: inactive

Results for Cc1cc(C)n2nc(C(=O)Nc3cccnc3)nc2n1 ?
Kir21 inh: -0.41; KCNQ2 block: inactive

What do the screens show for `COC(=O)c1ccc(NC(=O)c2ccc3nc(C)sc3c2)cc1`?
Kir21 inh: 2.98; KCNQ2 block: inactive

What do the screens show for `Cc1cc(Nc2ccc(F)c(Cl)c2)n2nc(C)nc2n1`?
Kir21 inh: -0.03; KCNQ2 block: inactive

How did COc1ccc(-c2nnc(OCc3nc4ccccc4n3C)c3ccccc23)cc1 do in these assays?
Kir21 inh: 0.98; KCNQ2 block: inactive

Results for Cc1nc2cc(NC(=O)N3c4ccccc4CC3C)ccc2o1 (stereo unspecified) ?
Kir21 inh: -0.02; KCNQ2 block: inactive

How did COc1ccc(S(=O)(=O)NCc2cccnc2)c2ccccc12 do in these assays?
Kir21 inh: -1.95; KCNQ2 block: inactive

Results for CCCCCOC(=O)NC1CCS(=O)(=O)C1 (stereo unspecified) ?
Kir21 inh: -1.4; KCNQ2 block: inactive

Results for COc1ccc(OCc2nnc(SCC(=O)N3CCCc4ccccc43)n2-c2ccc(C)cc2)cc1 ?
Kir21 inh: -0.91; KCNQ2 block: inactive

How did CCOc1ccc(CN(C)CC(=O)Nc2ccc(N3CCOCC3)cc2)cc1OC do in these assays?
Kir21 inh: -0.19; KCNQ2 block: inactive

What do the screens show for `O=C(Nc1cc(C(F)(F)F)cc(C(F)(F)F)c1)c1ccc(Cn2cc(C(F)(F)F)ccc2=O)cc1`?
Kir21 inh: -2.55; KCNQ2 block: inactive

Among those listed so far, 2 have a tert-butyl group.
Results for CC(C)(C)c1ccc(C(=O)N/C(=C\c2cccs2)C(=O)N2CCOCC2)cc1 ?
Kir21 inh: 0.03; KCNQ2 block: inactive

What do the screens show for `CC(C)(C)c1ccc(OCC(=O)NNC(=O)Cc2cccs2)cc1`?
Kir21 inh: -0.43; KCNQ2 block: inactive

Carrying on.
Results for CC(C)(C)C1CCC(OC(=O)CN2CCOCC2)CC1 (stereo unspecified) ?
Kir21 inh: 1.29; KCNQ2 block: inactive

What do the screens show for `Cc1ccc(C)c(S(=O)(=O)Nc2ccc(C(=O)NCCCN3CCCC3=O)cc2)c1`?
Kir21 inh: -0.61; KCNQ2 block: inactive

Results for C/C(CCCO)=N/Nc1ccc([N+](=O)[O-])cc1[N+](=O)[O-] ?
Kir21 inh: 0; KCNQ2 block: inactive

How did CC(CN1CCCC1)OC(=O)C(c1ccccc1)c1ccccc1 (stereo unspecified) do in these assays?
Kir21 inh: -1.66; KCNQ2 block: inactive

What do the screens show for `CNS(=O)(=O)c1cc(Nc2ncnc3sccc23)ccc1C`?
Kir21 inh: -1.15; KCNQ2 block: inactive

How did Cc1ccc(OCCSc2nnc(-c3cccs3)n2C)cc1 do in these assays?
Kir21 inh: -1.62; KCNQ2 block: inactive

What do the screens show for `O=C(Nc1ccccn1)c1ccco1`?
Kir21 inh: -1.72; KCNQ2 block: inactive

What do the screens show for `CCOC(=O)N1CCN(C(=O)CSc2nnc(-c3ccc(C(C)(C)C)cc3)o2)CC1`?
Kir21 inh: 0.94; KCNQ2 block: inactive

What do the screens show for `O=C(NCCN1CCOCC1)c1ccc(Cl)c([N+](=O)[O-])c1`?
Kir21 inh: 0.11; KCNQ2 block: inactive

How did CC(=O)c1cc(-c2ccccc2)n(CC(=O)NC2CCCCC2)c1C do in these assays?
Kir21 inh: -0.99; KCNQ2 block: inactive

Results for Cc1ccc(NC2=Nc3ccccc3CC2)cc1 ?
Kir21 inh: 0.97; KCNQ2 block: inactive

Results for CC(CCc1ccccc1)NC(=O)CCC1CCCC1 (stereo unspecified) ?
Kir21 inh: -0.69; KCNQ2 block: inactive

What do the screens show for `Cc1ccc(C)c(OCC(O)CN2CCC(Cc3ccccc3)CC2)c1` (stereo unspecified)?
Kir21 inh: -6.41*; KCNQ2 block: inactive

How did Cn1c(C(O)c2ccccc2F)nc(Cl)c1Cl (stereo unspecified) do in these assays?
Kir21 inh: 0.22; KCNQ2 block: inactive

Results for Cc1ccc(S(=O)(=O)N(CC(=O)NN=C2CCN(C)CC2)c2ccc(F)cc2)cc1 ?
Kir21 inh: 0.18; KCNQ2 block: inactive

What do the screens show for `CC(C)(C)c1ccc(C(=O)Nc2nonc2-c2nc3ccccc3[nH]2)cc1`?
Kir21 inh: -0.83; KCNQ2 block: inactive

Results for Cc1ccccc1NC(=O)NCCCCc1ccccc1 ?
Kir21 inh: -0.58; KCNQ2 block: inactive

What do the screens show for `COc1ccc(NC(=O)CN2C(=O)NC(C)(c3ccccc3)C2=O)cc1Cl` (stereo unspecified)?
Kir21 inh: -1.15; KCNQ2 block: inactive

Results for O=C1/C(=C/c2cccs2)CCC/C1=C\c1cccs1 ?
Kir21 inh: 0.02; KCNQ2 block: inactive

Results for CCCCCCOc1ccc(N2C(=O)CC(NCc3ccc(S(N)(=O)=O)cc3)C2=O)cc1 (stereo unspecified) ?
Kir21 inh: 0.17; KCNQ2 block: inactive

Molecules from the list above with bromine (2):
What do the screens show for `[O-]/[N+](=C\c1ccncc1)c1ccc(Br)cc1`?
Kir21 inh: 0.61; KCNQ2 block: inactive

Results for Brc1c(C[n+]2ccccc2)nc2ccccn12 ?
Kir21 inh: 2.04; KCNQ2 block: inactive

(further entries)
Results for COc1ccc(S(=O)(=O)N2CCCC2)cc1NC(=O)c1ccccc1 ?
Kir21 inh: -0.2; KCNQ2 block: inactive

Results for CC1=C(C(=O)OCCCBr)C(c2ccc3c(c2)OCO3)NC(=O)N1 (stereo unspecified) ?
Kir21 inh: -1.84; KCNQ2 block: inactive

What do the screens show for `COC(=O)[C@@]12CCCN1[C@H](c1ccc(-c3ccc4c(c3)OCO4)c(OC)c1)[C@H]1C(=O)N(C)C(=O)[C@H]12`?
Kir21 inh: -1.93; KCNQ2 block: inactive

What do the screens show for `COc1ccc(CCNC(=O)c2cc3c(=O)n4ccccc4nc3n(CC3CCCO3)c2=N)cc1OC` (stereo unspecified)?
Kir21 inh: -0.03; KCNQ2 block: inactive

What do the screens show for `CS(=O)(=O)N1N=C(c2cccs2)CC1c1ccc(F)cc1` (stereo unspecified)?
Kir21 inh: 0.59; KCNQ2 block: inactive

Results for O=C(NCc1ccc2c(c1)OCO2)c1ccc2c(c1)C(=O)N(Cc1cccnc1)C2=O ?
Kir21 inh: -0.77; KCNQ2 block: inactive

Results for O=C(Cc1ccccc1)Nc1ccc(NC(=O)c2ccco2)nc1 ?
Kir21 inh: -0.04; KCNQ2 block: inactive

Results for O=C(CCC(=O)NCCO)NCCO ?
Kir21 inh: -0.75; KCNQ2 block: inactive

What do the screens show for `COc1ccc(NC(=O)CCNC(=O)c2ccco2)cc1Cl`?
Kir21 inh: 1.19; KCNQ2 block: inactive

What do the screens show for `Cc1cc(NC(=O)CSc2nc(-c3ccc(Cl)cc3)cs2)no1`?
Kir21 inh: -1.13; KCNQ2 block: inactive

Results for CC(Cc1ccc(Cl)cc1)N1CCC(n2nccc2NC(=O)C2CCCC2)CC1 (stereo unspecified) ?
Kir21 inh: -0.01; KCNQ2 block: inactive

How did N#CNC(N)=Nc1cccc(Cl)c1 do in these assays?
Kir21 inh: -0.13; KCNQ2 block: inactive

What do the screens show for `COc1ccccc1NC(=O)CCc1c(C)nc2c(-c3ccc(F)cc3)c(C)nn2c1C`?
Kir21 inh: 1; KCNQ2 block: inactive

Results for Cc1ccc(NC(=O)[C@@H]2CCCN2C(=O)[C@@H]2Cc3ccccc3CN2)c(C)c1 ?
Kir21 inh: 0.17; KCNQ2 block: inactive

Results for O=C(Nc1ccc(Cl)cc1)N1CCN(c2ncccn2)CC1 ?
Kir21 inh: -1.1; KCNQ2 block: inactive

What do the screens show for `Cc1csc(NC(=O)CSCC(=O)Nc2ccccc2)n1`?
Kir21 inh: -0.91; KCNQ2 block: inactive

Results for COc1cccc(/C=N/N2CCN(C)CC2)c1 ?
Kir21 inh: -0.12; KCNQ2 block: inactive

Results for Cc1cc(C)cc(N(C(C)C(=O)Nc2c(C)n(C)n(-c3ccccc3)c2=O)S(C)(=O)=O)c1 (stereo unspecified) ?
Kir21 inh: 1.3; KCNQ2 block: inactive

What do the screens show for `O=C(Cn1nc(C(F)(F)F)c2c1CCC2)NCc1ccc(Cl)cc1`?
Kir21 inh: -0.13; KCNQ2 block: inactive

What do the screens show for `CCCCC(CC)CNC(=O)C1CCCN(S(=O)(=O)c2cnc[nH]2)C1` (stereo unspecified)?
Kir21 inh: -0.27; KCNQ2 block: inactive

How did Cc1ccsc1/C=N/n1c(-c2ccncc2)n[nH]c1=S do in these assays?
Kir21 inh: -0.12; KCNQ2 block: inactive

Fetched by compound from above, 3 records:
Results for O=C(NCc1ccc2c(c1)OCO2)c1ccc2c(c1)C(=O)N(Cc1cccnc1)C2=O ?
Kir21 inh: -0.77; KCNQ2 block: inactive

What do the screens show for `Cc1cc(NC(=O)CSc2nc(-c3ccc(Cl)cc3)cs2)no1`?
Kir21 inh: -1.13; KCNQ2 block: inactive

Results for O=C(Nc1ccc(Cl)cc1)N1CCN(c2ncccn2)CC1 ?
Kir21 inh: -1.1; KCNQ2 block: inactive

Bioassay records: PubChem BioAssay, Johns Hopkins Ion Channel Center
